Bioassay records from PubChem BioAssay.
G9a inh: inhibitors of human histone lysine methyltransferase G9a; G9a H3K9 monomethylation, AlphaScreen, 2 h; Potency, µM (titrated, usually from 102 µM), for inactives: top-dose activity, negative = inhibition, hits mostly inhibitors; 350,000 compounds, 8.8% hits; also: % is scaled to controls: 0 for no effect and ±100 for the full control effect; nearly all actives have a fitted effect of over 75% in size
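Chemiluminescent proximity detection of H3K9 monomethylation, read after 10 min bead incubation in the dark. Reaction: 20 nM G9a, 500 nM biotin-H3K9 peptide, 20 uM SAM cofactor, 2 h, room temperature, following 15 min enzyme-compound preincubation.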
BAZ2B block: BAZ2B (human) inhibition | Q9UIF8 | Potency, µM (titrated, usually from 114 µM), without a hit: at the top dose activity change, negative = inhibition, hits mostly inhibitors | 360,000 compounds, 4.4% hits | AlphaScreen BAZ2B-H3K14Ac peptide displacement | AID 504333; also: % is scaled to controls: 0 for no effect and ±100 for the full control effect; nearly all actives have a fitted effect of over 60% in size
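In this displacement format the biotinylated H3(5-23) peptide acetylated at Lys14 serves as ligand at 50 nM, with BAZ2B at 50 nM in PBS pH 7.4 containing 0.01% Tween-20. Donor and acceptor beads are 10 ug/mL final.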
POLI inh: DNA polymerase iota (human) inhibition; Q9UNA4; Pol iota fluorescent replication assay, 10 min; Potency, µM (series often up to 115 µM), inactives show at the top dose activity, negative = inhibition, actives largely listed as inhibitors; 390,000 compounds, 1% hits
Target sequence (Q9UNA4 whole entry, looked up): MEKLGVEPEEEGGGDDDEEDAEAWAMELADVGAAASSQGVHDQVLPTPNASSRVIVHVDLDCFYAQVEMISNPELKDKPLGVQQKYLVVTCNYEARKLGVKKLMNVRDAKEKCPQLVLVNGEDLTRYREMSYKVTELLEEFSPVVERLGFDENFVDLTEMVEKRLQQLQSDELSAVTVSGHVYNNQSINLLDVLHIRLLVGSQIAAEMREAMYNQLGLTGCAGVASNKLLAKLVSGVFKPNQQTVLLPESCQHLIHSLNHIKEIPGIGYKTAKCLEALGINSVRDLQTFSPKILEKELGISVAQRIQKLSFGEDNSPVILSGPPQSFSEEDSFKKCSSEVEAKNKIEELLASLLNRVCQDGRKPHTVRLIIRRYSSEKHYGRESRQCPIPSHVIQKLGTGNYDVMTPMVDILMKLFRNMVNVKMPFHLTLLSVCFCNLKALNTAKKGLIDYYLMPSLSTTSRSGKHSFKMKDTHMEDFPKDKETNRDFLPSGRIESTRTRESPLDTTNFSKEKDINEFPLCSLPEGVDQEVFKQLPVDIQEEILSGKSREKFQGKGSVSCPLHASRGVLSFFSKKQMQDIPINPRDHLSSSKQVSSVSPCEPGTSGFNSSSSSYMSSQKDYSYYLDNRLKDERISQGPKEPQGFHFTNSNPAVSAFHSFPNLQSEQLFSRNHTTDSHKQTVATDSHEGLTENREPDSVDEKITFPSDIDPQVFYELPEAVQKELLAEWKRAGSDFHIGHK
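Pol iota at 10 nM preincubated 15 min with compounds at room temperature; reaction started with fluorescent substrate, 50 nM final. Fluorescence read kinetically at 0 and 10 min; buffer-only wells as negative control.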
HP1b chromo inh: inhibitors of HP1-beta chromodomain binding to methylated histone tails | Potency, µM (doses to about 114 µM), for inactives: at the top dose activity change, negative = inhibition, hits mostly inhibitors | P83916 | 390,000 compounds, 0.56% hits | AID 540317 | AlphaScreen HP1-beta / biotin-H3K9me3 peptide binding; also: nearly all actives have a fitted effect of over 70% in size; inactives centre near 23
Target sequence (P83916 whole entry, looked up): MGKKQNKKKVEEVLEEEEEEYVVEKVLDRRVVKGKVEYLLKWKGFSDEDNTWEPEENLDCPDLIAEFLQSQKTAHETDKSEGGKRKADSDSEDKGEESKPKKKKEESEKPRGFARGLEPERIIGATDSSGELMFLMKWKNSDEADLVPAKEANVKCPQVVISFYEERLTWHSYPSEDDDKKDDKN
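HP1-beta protein (50 nM final) preincubated 30 min at room temperature with biotinylated H3(1-18)K9me3 peptide (50 nM) in PBS pH 7.4, 0.01% Tween-20, then compound added for 30 min. AlphaScreen streptavidin donor/nickel chelate acceptor beads (10 ug/mL final), 30 min dark, luminescence read.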
BLM inh: blocks DNA unwinding by human BLM helicase; 350,000 compounds, 0.2% hits; recombinant BLM DNA unwinding, fluorescence dequenching; Potency, µM (doses to about 56.1 µM), inactives show at the highest dose activity change, negative = inhibition, most hits filed as inhibitors; AID 2528;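 also: plate controls were vehicle for no effect and no enzyme for full effect; nearly all actives have a fitted effect of over 35% in size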
Tb PGK inh: blocks T. brucei phosphoglycerate kinase; P07378; PGK/GAPDH coupled, Kinase-Glo luminescence, 60 min; Potency, µM (series often up to 57.5 µM), without a hit: top-dose activity change, negative = inhibition, usual class: inhibitors; 380,000 compounds, 0.043% hits; AID 602233; also: % is scaled to controls: 0 for no effect and ±100 for the full control effect; nearly all actives have a fitted effect of over 60% in size
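Recombinant glycosomal PGK reaction used 1,3-bisphosphoglycerate generated in-well by GAPDH (100nM final) in 100mM TEA pH 7.6, 5mM MgCl2, 0.01% Tween-20. After 60 minutes at room temperature, ATP was read by Kinase-Glo Plus luminescence end-point.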
JMJD2A Tudor: JMJD2A Tudor domain (human) inhibition; AlphaScreen JMJD2A-Tudor / H3K4me3 peptide binding; Potency, µM (doses to about 114 µM), without a hit: at the highest dose activity change, negative = inhibition, hits mostly inhibitors; 390,000 compounds, 4.4% hits; also: % is scaled to controls: 0 for no effect and ±100 for the full control effect; nearly all actives have a fitted effect of over 50% in size
GLS inh: inhibitors of human glutaminase (GLS). Potency, µM (top dose mostly 45.5 µM), for inactives: at the highest dose activity change, negative = inhibition, hits mostly inhibitors. O94925. AID 624170. 410,000 compounds, 0.21% hits. GLS enzymatic activity, qHTS titration; also: % is scaled to controls: 0 for no effect and ±100 for the full control effect
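Assay buffer: 45 mM KH2PO4 pH 8.2, 0.02% Tween-20. hKGA acts on L-glutamine (1 mM solution added); product glutamate is reported by an oxidase/peroxidase Amplex Red coupling, with fluorescence taken at baseline and 30 min.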
Pin1 inh: blocks the human prolyl isomerase Pin1. Q13526. Pin1 FP peptide displacement, HiFluor488, 10 min. Potency, µM (titrated, usually from 115 µM), for inactives: at the top dose activity, negative = inhibition, usual class: inhibitors. 390,000 compounds, 0.009% hits. AID 504891; active = well fitted inhibition curve with a large enough effect in the polarisation, with a control signal flat, not every such curve was filed as active; inconclusive = small, poorly fitted or top-dose-only effect, or effect the other way, or a change in a side signal; inactive = no such curve, though single readings can be large or run the other way; the % refers to the polarisation; also: % is scaled to controls: 0 for no effect and ±100 for the full control effect
Target sequence (Q13526 whole entry, looked up): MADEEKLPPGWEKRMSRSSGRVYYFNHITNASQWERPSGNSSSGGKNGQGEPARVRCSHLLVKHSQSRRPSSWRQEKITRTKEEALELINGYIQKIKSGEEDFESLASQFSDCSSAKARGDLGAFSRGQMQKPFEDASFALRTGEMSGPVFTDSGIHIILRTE
* = called active by the depositor; i = inactive; ? = inconclusive; · = no result given; [ ] = remark or other dose. Unless noted, calls follow the shape of the dose curve; as a rule, active = well fitted curve in the direction sought with a large enough effect; inconclusive = small, poorly fitted or top-dose-only effect, or another doubt; inactive = no such curve, though single readings can be large; an effect the other way counts as inactive or inconclusive. Potency is read from the fitted curve at half-maximal effect.

G9a inh	BAZ2B block	POLI inh	HP1b chromo inh	BLM inh	Tb PGK inh	JMJD2A Tudor	GLS inh	Pin1 inh	SMILES
26%[12.7 µM]	13%	13%	62%[activator]	-5%	-9%	1%	9%	0%	COc1cc2ccc(=O)oc2c(CC=C(C)C)c1OC
20%	0%	25%	36%	-1%	0%	-27%	13%	4%	COc1ccc(OC)c(NC(=O)C(=O)N/N=C(\C)CC(=O)Nc2ccc(Cl)cn2)c1
7%[2.33 µM]	-1%	29%	41%[activator]	·	i	2%	6%	4%	CCc1noc(C)c1C(=O)NNC(=O)COc1ccccc1C
·	?	-11%	13%	0%	-6%	-35%	5%	0%	CCOc1ccc(Cn2ccnc2CCl)cc1[N+](=O)[O-]
35µM*	-33%	?	14%	-6%	i	?	-4%	74%[activator]	CCOC(=O)CSC1=NC(=O)/C(=C\c2ccc(Cl)cc2)S1
-10%[59 µM]	-26%	97%[activator]	1%	-3%	3%	-31%	-22%	0%	Cc1cccc(C(=O)N(CC(=O)Nc2sc(C)c(C)c2C(N)=O)C2CCCC2)c1
-42%[59 µM]	?	7%	11%	0%	11%	-19%	5%	18%	CCOC(=O)c1cccc(NC(=O)CCc2nc3cccnc3n2-c2ccccc2)c1
114%[activator]	32%	26%	108%[activator]	1%	-1%	50%[activator]	0%	-2%	Fc1ccc(Cn2c(SCc3ccc(F)c(F)c3)nnc2C(F)(F)F)cc1
7%[59 µM]	-7%	-1%	50%	-7%	5%	11%	7%	-7%	COCCNC(C(=O)Nc1cc(Cl)cc(Cl)c1)c1ccccc1 (stereo not given)
7%[59 µM]	2%	5%	30%	-4%	10%	-9%	-1%	8%	Cc1ccc(NC(=O)C(=O)NCc2ccco2)cc1
·	35µM*	?	20µM*	-14%	-9%	5.6µM*	?	-7%	CCc1c(C)c(C#N)c2[nH]c3ccccc3n2c1=S
-7%[59 µM]	-23%	-7%	-17%	-3%	-5%	-26%	-8%	1%	COc1cccc(-c2nc(SCC(=O)NC3CCCC3)c(-c3ccc(F)cc3)[nH]2)c1
-83%	3%	89µM*	36%[activator]	-7%	-9%	-6%	3%	-4%	C#CCOCCOCCOCCNc1nc(N2CCN(C(=O)Cn3cc(CCCN=C(N)N)nn3)CC2)nc(N2CCN(C(=O)[C@H]([C@@H](C)CC)n3cc(CCC(=O)O)nn3)CC2)n1
18µM*	-17%	60%[activator]	22%	1%	30%	-19%	4%	-1%	CCN(CC)S(=O)(=O)c1cccc(NC(=O)CSc2nnc(N)s2)c1
17%	8%	16%	20%	·	i	-7%	14%	-6%	Cc1cnc(C(=O)OCC(=O)c2c(N)n(CC(C)C)c(=O)n(C)c2=O)cn1
?	2%	87%[activator]	28%	-6%	-8%	-11%[57.1 µM]	2%	10%	O=C(c1ccco1)n1nc(-c2cccnc2)nc1NCc1ccco1
-19%[0.501 µM]	-3%	-8%	-16%	·	-2%	-20%	0%	-4%	CN(C(=O)C1CCCCC1)C1CCS(=O)(=O)C1 (stereo not given)
-33%	-11%	6%	37%	-12%	2%	1%	2%	1%	O=C(CC12CC3CC(CC(C3)C1)C2)NCC(c1ccc(F)cc1)N1CCOCC1 (stereo not given)
71µM*	-3%	3%	37%	-12%	4%	-23%	0%	5%	CCCCNC(=O)c1onc(CSc2nc3ccccc3[nH]2)c1C(=O)NCCCC
?	2%	17%	27%	-1%	-1%	-17%	24%	1%	Cc1ccc(NC(=O)CCN2CCc3ccccc3C2)cc1
?	-4%	2%	14%	-3%	-8%	-5%	1%	-1%	Cc1ccc(S(=O)(=O)NCCCCCC(=O)Nc2ccccc2C)cc1
?	13%	22%	4%	-7%	-6%	-15%	17%	-2%	O=C(Nc1cccc2ccccc12)N1CCc2ccccc2C1
·	·	16%	47%[activator]	·	-5%	-5%[57.1 µM]	20%	6%	Cc1ccccc1NC(=O)CCN1CCCCCC1
-26%	4%	34%[activator]	13%	-7%	-9%	-1%	-1%	1%	Cc1cccc(COc2ncnc3nc[nH]c23)c1
9%[12.7 µM]	-1%	3%	12%	-5%	0%	-7%	1%	0%	COc1ccc(C(=O)Nc2cccc(-c3nc4ncccc4o3)c2C)cc1OC
-9%[59 µM]	-33%	-8%	11%	-17%	-7%	-29%	1%	10%	CC(C)(C)C1CCc2oc3ccc(NS(=O)(=O)c4cc(Cl)ccc4Cl)cc3c2C1 (stereo not given)
7%[59 µM]	-13%	153%[activator]	26%	-6%	1%	-4%	-7%	-4%	CCNC(=S)Nc1cccc(NC(=O)c2ccccc2O)c1
4%[59 µM]	-10%	21%	36%	-2%	2%	-8%	-6%	5%	CC1=C(C(=O)OCC2CCCO2)C(c2ccccc2)C2=C(CCCC2=O)N1 (stereo not given)
·	-4%	?	-4%	2%	-8%	?	24%	-9%	CC(C)Oc1cccc(C(=O)NC(=S)Nc2ccc(Cl)c(C(=O)O)c2)c1
12%[59 µM]	-19%	7%	8%	0%	5%	-10%	-7%	1%	CCc1ccc(CNC(=O)CN2C(=O)CSc3c2c(C)nn3-c2ccccc2)cc1
-8%[12.7 µM]	-7%	84%[activator]	7%	-2%	-1%	-17%	1%	3%	Cc1ccc(CC2CC(=O)N(c3nc(C)cc(C)n3)C2=O)cc1 (stereo not given)
22%	-25%	57%[activator]	-11%	-3%	3%	-25%	13%	3%	CC(C)C(C(=O)NCc1ccco1)N(Cc1ccco1)C(=O)CNS(=O)(=O)c1ccccc1 (stereo not given)
?	-8%	-12%	32%[activator]	-7%	i	-3%	-2%	1%	Cc1cccc2c(C(=O)n3cccn3)cc(-c3ccccc3Cl)nc12
29%[59 µM]	-6%	-15%	52%[activator]	-1%	-2%	-10%	2%	3%	Cc1nn2c(NCCN3CCOCC3)c3c(nc2c1-c1ccccc1)CCCC3
·	?	?	?	-3%	i	-1%	-10%	18%	CNC(=O)c1csc(Cc2c(Cl)sc3ccc(Cl)cc23)n1
·	1%	-4%	20%	-11%	-4%	-6%	-4%	-11%	CCCCN(Cc1ccccc1)C1CCN(Cc2ccccc2)CC1
11%	2%	-4%	42%[activator]	-1%	9%	-20%	1%	-8%	O=C(CCc1nnc(CCCCc2ccccc2)o1)N(CCO)Cc1ccccc1
·	0%	23%	79%[activator]	-1%	-2%	7%	-4%	5%	CCC(C)[C@H]1COCCS(=O)(=O)N1Cc1ccccc1 (stereo not given in full)
55%[activator]	57%[activator]	1%	109%[activator]	-10%	-9%	35%	0%	-5%	COc1ccc(C(=O)C2CC2c2ccc3c(c2)OCO3)cc1 (stereo not given)
7%	-2%	10%	19%	0%	-4%	-12%	-1%	-4%	CC(C)COC(=O)c1ccc(NC(=O)C2C3C=CC(C3)C2C(=O)O)cc1 (stereo not given)
-4%	10%	20%	21%	·	3%	8%	2%	3%	CCC(NC(=O)COC(=O)C1CC2CCCC(C1)C2=O)c1ccc(Br)cc1 (stereo not given)
-1%[59 µM]	-5%	29%	23%	-1%	-1%	-17%	-10%	-7%	CC1=C(C(=O)Nc2ccccc2)C(c2ccc(C(C)C)cc2)N2C(=O)CSC2=N1 (stereo not given)
19%	3%	13%	5%	-2%	-9%	?	-5%	-1%	O=C(/C=C/c1ccccc1)N/C(=C/c1ccccc1)C(=O)NCCO
-7%[59 µM]	4%	-8%	40%[activator]	-2%	i	20%[57.1 µM]	6%	-5%	CCS(=O)(=O)Nc1cccc(C(=O)CC2(O)C(=O)Nc3ccccc32)c1 (stereo not given)
·	·	8%	-23%	·	0%	56µM*	16%	3%	CC(C)=CCc1c(O)cc(O)c2c(=O)c3c(CC=C(C)C)c(O)ccc3oc12
50µM*	-1%	12%	-1%	0%	3%	-4%	16%	10%	CSc1nc2ccc(NC(=O)c3ccc(=O)[nH]c3)cc2s1
-4%	-4%	14%	39%	-2%	0%	-6%	-5%	-5%	Cc1ccsc1/C=N/NC(=O)C(N)=O
16µM*	1%	8%	3%	·	-3%	-17%	0%	3%	CCN(CC)S(=O)(=O)c1cccc(C(=O)Nc2ccc(S(=O)(=O)NC3=NCCCCC3)cc2)c1
-27%[59 µM]	?	?	-21%	4%	8%	-34%	0%	2%	CCOc1ccc(CNCc2c(C(=O)O)c(C)n(Cc3ccc(F)cc3Cl)c2C)cc1
14%	-15%	-15%	33%	-12%	6%	-19%	4%	?	CCOc1ccccc1NC(=O)Nc1ccc2c(c1)CCC2

Retrieved by compound from the list above, three records:
G9a inh	BAZ2B block	POLI inh	HP1b chromo inh	BLM inh	Tb PGK inh	JMJD2A Tudor	GLS inh	Pin1 inh	SMILES
22%	-25%	57%[activator]	-11%	-3%	3%	-25%	13%	3%	CC(C)C(C(=O)NCc1ccco1)N(Cc1ccco1)C(=O)CNS(=O)(=O)c1ccccc1 (stereo not given)
55%[activator]	57%[activator]	1%	109%[activator]	-10%	-9%	35%	0%	-5%	COc1ccc(C(=O)C2CC2c2ccc3c(c2)OCO3)cc1 (stereo not given)
?	2%	17%	27%	-1%	-1%	-17%	24%	1%	Cc1ccc(NC(=O)CCN2CCc3ccccc3C2)cc1

Next part
G9a inh	BAZ2B block	POLI inh	HP1b chromo inh	BLM inh	Tb PGK inh	JMJD2A Tudor	GLS inh	Pin1 inh	SMILES
·	·	-11%	19%	·	-8%	-13%	-8%	-1%	CC1=C(C(=O)OCc2ccccc2)C(c2ccc3c(c2)OCO3)NC(=O)N1CCCC(=O)O (stereo not given)
20%	2%	25%	24%	-2%	-7%	-16%	1%	10%	COC(=O)c1ccc(CN2CCCC(CO)(Cc3ccccc3F)C2)cc1 (stereo not given)
10%	-1%	-10%	45%	-1%	i	10%	-10%	-1%	O=C(NCC1CCS(=O)(=O)C1)Oc1ccccc1 (stereo not given)
7%[59 µM]	-2%	12%	15%	-8%	-2%	-5%	4%	13%	CCOC(=O)Cn1c(=NC(=O)c2nc3ccccc3s2)sc2cc(S(N)(=O)=O)ccc21
·	-5%	33%[activator]	76%[activator]	-12%	i	42%[activator]	-2%	-21%	O=c1c2ccccc2nnn1Cc1ccc(Br)cc1
3%[59 µM]	-4%	34%[activator]	6%	-4%	-3%	8%	1%	-1%	O=C(c1ccc(Cl)cc1)n1nc(-c2ccco2)nc1NCc1cccs1

Not all compounds are listed; count on the stated rates, not on these rows.
